HTR5A inv ctr – inverse agonist of human HTR5A in OPRM1-OPRD1 counter-screen; P47898; HTR5A cell line, luminescence, inverse agonism; inhibition, % at 9.3 µM; 0.083% of 340,000 active; in the data active means inhibition mostly above about 23%, no sharp cut-off; inactive means mostly below about 18%;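 further: 0% = cells with DMSO and 100% = no-cell wells with DMSO; some compounds called inactive have numbers as strong as hits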
Target sequence (P47898 whole entry, looked up): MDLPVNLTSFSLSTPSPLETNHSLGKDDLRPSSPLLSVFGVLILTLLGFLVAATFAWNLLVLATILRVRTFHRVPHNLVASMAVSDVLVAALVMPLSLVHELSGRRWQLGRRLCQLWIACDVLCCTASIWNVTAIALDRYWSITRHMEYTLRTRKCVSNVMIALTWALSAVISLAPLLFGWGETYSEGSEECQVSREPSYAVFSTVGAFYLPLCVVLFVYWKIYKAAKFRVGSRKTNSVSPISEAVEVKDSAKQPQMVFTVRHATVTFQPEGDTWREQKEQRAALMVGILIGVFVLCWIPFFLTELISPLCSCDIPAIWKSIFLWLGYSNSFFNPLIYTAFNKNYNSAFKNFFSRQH
PvdQ inh – P. aeruginosa PvdQ acylase inhibition; purified PvdQ acylase, fluorescence plate reader; inhibition, % at 10 µM; 0.063% of 340,000 active; AID 488965; in the data active means inhibition above about 30%, passing the limit was not always enough; inconclusive means no clear call, values can overlap the other calls;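 further: 0% = vehicle neutral wells and 100% = reference inhibitor wells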
MITF act – increases MITF-driven TRPM1 promoter luciferase signal | SK-MEL-5 TRPM1-promoter luciferase, 24 h; % of positive control, neutral wells = 0 | activation, % at 12.5 µM | 0.75% of 300,000 active;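 active means mean activation of at least 80% with every replicate also reaching 80%; inconclusive means mean reaches 80% but some replicate falls short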;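 further: 0% = neutral control wells and 100% = parthenolide positive control wells; values of inactives mirror those of a sister screen read the other way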
dFosB act – activators of mouse delta FosB homodimer; purified delta FosB, TAMRA-CDK5 oligo fluorescence polarization; percent of positive-control signal above neutral wells; activation, % at 25 µM; 0.99% of 340,000 active; P13346;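 active means mean activation above about 17%, with every replicate also reaching it, limit read from the data, passing the limit was not always enough; inconclusive means only one of the two conditions met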;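 further: fluorescence polarization rise as delta FosB binds a TAMRA Cdk5 AP-1 oligo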
V-ATPase pHluor – alters yeast V-ATPase proton transport; S. cerevisiae, pHLuorin cytosolic pH fluorescence; response, % at 10 µM; 0.37% of 350,000 active; AID 504577; in the data active means response mostly above about 7.3%, no sharp cut-off; inactive means mostly below about 5.4%; further: actives read high; inactives centre near 0; some compounds called inactive have numbers as strong as hits; reference of the scale not given here
NSD2 HMT inh – blocks human histone methyltransferase NSD2; 0.54% of 310,000 active; O96028; inhibition, % at 12.5 µM; NSD2 peptide methylation, AlphaScreen, 120 min; in the data active means inhibition above about 50%
SR-BI HDL uptake – mouse SR-BI HDL lipid transfer inhibition; Q61009; inhibition, % at 12.5 µM; 0.96% of 320,000 active; ldlA[mSR-BI] CHO cells, DiI-HDL uptake fluorescence, 3 h; AID 488896;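 active means mean replicate inhibition of at least 70% and a set share of replicates each scoring 70 or more; inconclusive means meets just one of the two criteria; inactive means fails both criteria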;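 further: 0% = median of neutral control wells and 100% = median of positive control wells; values of inactives mirror those of a sister screen read the other way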
HTR5A ag – HTR5A agonism, opioid heterodimer counter-screen. activation, % at 9.3 µM. P47898. HTR5A agonist assay, luminescence, cell-based. 0.61% of 340,000 active; in the data active means activation mostly above about 9.5%, no sharp cut-off; inactive means mostly below about 7.6%;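 further: 0% = cells with vehicle only and 100% = reference agonist; strong numbers were not always called active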
CDK5 inh – blocks human CDK5/p35 kinase activity; Q00535+Q15078; Recombinant CDK5/p35, ADP-Glo luminescence, 60 min; inhibition, % at 10 µM; 0.01% of 330,000 active; AID 488839;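 active means highest replicate inhibition of at least 50% and at least 75% of replicates reaching 50%; inconclusive means only one of the two criteria met; inactive means both criteria failed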;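 further: plate controls were DMSO neutral control for no effect and GW8510 at 10 µM for full effect; many of its hits are not listed in these tables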
Target sequence (Q00535 whole entry, looked up): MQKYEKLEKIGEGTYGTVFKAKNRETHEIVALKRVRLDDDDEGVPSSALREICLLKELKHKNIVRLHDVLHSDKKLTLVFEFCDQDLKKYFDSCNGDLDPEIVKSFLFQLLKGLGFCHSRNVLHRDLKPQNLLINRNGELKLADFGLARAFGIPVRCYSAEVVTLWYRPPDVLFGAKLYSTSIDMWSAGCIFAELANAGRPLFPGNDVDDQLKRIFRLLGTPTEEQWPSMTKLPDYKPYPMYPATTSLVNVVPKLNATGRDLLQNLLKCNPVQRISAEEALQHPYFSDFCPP
Target sequence (Q15078 whole entry, looked up): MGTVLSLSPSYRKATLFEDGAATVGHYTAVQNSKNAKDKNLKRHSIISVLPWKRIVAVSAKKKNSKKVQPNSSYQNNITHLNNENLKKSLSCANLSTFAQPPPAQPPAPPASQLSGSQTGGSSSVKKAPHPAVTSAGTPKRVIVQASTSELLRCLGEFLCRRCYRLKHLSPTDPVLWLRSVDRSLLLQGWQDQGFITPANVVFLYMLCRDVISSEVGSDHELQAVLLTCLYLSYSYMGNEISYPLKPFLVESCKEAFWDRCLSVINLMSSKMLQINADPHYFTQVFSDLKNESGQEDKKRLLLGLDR
Wnt bcat act – Wnt/beta-catenin pathway activation. Wnt/beta-catenin reporter cell assay, activator, plate reader. 1.2% of 300,000 active. activation, % at 9.35 µM; in the data active means activation above about 30%, passing the limit was not always enough; inconclusive means no clear call, values can overlap the other calls;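 further: 0% = neutral control wells and 100% = positive control wells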
* marks the source's active call; other numbers are inactive results; u = inconclusive; x = no result given.

SMILES	HTR5A inv ctr	PvdQ inh	MITF act	dFosB act	V-ATPase pHluor	NSD2 HMT inh	SR-BI HDL uptake	HTR5A ag	CDK5 inh	Wnt bcat act
O=[N+]([O-])c1ccccc1S(=O)(=O)Nc1ccc(-c2ccc(N3CCOCC3)nn2)cc1	0	-3	16	0	0	0	-20	0	-4.4	-3
COc1ccc(CC(O)CC2c3c(cc4c(c3OC)OCO4)CCN2C)cc1 (centres undefined)	-12	-8	-1	-8	-1	3	-5	3	-3.5	-2
Fc1ccccc1N1CCN(c2ncnc3[nH]ncc23)CC1	-6	-4	54	-10	0	1	-35	-4	-1.0	x
Cc1ccc(S(=O)(=O)Cn2nnnc2C(C(C)C)N2CCN(C(=O)c3ccco3)CC2)cc1 (centres undefined)	14	-19	-9	-10	-65	-1	-26	-1	-1.0	x
CCC(C)(C)C1CCC2(CC1)NC(=O)N(CC(=O)NC(C)CCc1ccccc1)C2=O (centres undefined)	-5	16	3	-6	3	1	1	2	2.0	-4
O=C(N/N=C/c1ccc(Br)s1)Nc1ccccc1	-16	-4	64	1	0	0	11	5	1.2	-2
CCOc1ccc(S(=O)(=O)N(CC)CC)cc1NC(=O)c1ccc(N2CCCC2=O)cc1	4	3	2	-12	-1	-1	5	-1	-1.5	3
CCc1cc(C(=O)O)c(NC(=O)c2cc(OC)c(OC)c(OC)c2)s1	-3	-7	-3	5	0	1	8	1	0.4	1
CCOc1cccc2sc(N(CCN(CC)CC)C(=O)c3ccc(S(=O)(=O)N4CCCC4)cc3)nc12	19	-17	-17	-8	2	4	36	-1	-0.9	1
CC(=O)C(=[N+]=[N-])C(=O)NCc1ccccc1	8	-11	-1	-4	2	10	6	3	-1.0	-3
COc1cc(C(=O)ON=C2C3CC4CC(C3)CC2C4)cc(OC)c1OC	-42	-4	-15	-5	0	-1	17	12*	-0.7	-3
C=C(C)C1Cc2nc(N)nc(C)c2C1 (centres undefined)	2	-14	-9	-6	-2	-6	1	-2	0.3	x
CCOC(=O)N1C=CC(C)=C[C@@H]2[C@@H](N3C(=O)c4ccccc4C3=O)C(=O)N21	-10	-5	-3	4	0	-1	-55	0	x	x
CCN(N=O)[C@@H](Cc1ccccc1)CN(N=O)[C@@H](Cc1ccccc1)CN(C)N=O	-3	-13	-4	-7	6	x	-8	1	0.8	-2
CCOc1cc(C(=O)OCC(=O)Nc2ccc(Cl)cn2)ccc1OCC(=O)N1CCOCC1	4	-9	6	1	0	-2	17	-2	1.6	x
COC(=O)c1ccc(/C=N/NC(=O)c2cccc(F)c2)cc1	6	-13	27	3	-1	-3	x	-2	-5.3	18
CN(C)S(=O)(=O)Nc1ccc2c(c1)OCO2	2	-4	-5	-3	1	4	-21	-2	-0.5	-1
Cc1nc(Cl)c(C(=O)NCCC(C)C)c(C)c1[N+](=O)[O-]	9	-4	-4	4	-4	-4	-30	-3	-0.8	-4
Cc1ccc(-n2c(Cc3cccn3C)nnc2SCC(=O)N2CCc3ccccc32)cc1	-68	-5	0	-5	-2	9	48	2	-2.6	x
COc1cc(S(=O)(=O)Nc2ccccc2C(=O)N2CCCCC2)ccc1NC(C)=O	6	-3	-5	-7	0	-2	-25	7	-0.6	2
Cc1ccccc1C(=O)NC(=S)NC1CC1	13	-12	18	-1	2	1	-16	-4	0.6	12
Cc1ccc(C2(c3noc(CN(C)CCO)n3)CCCC2)cc1	27	-4	-8	-11	7	-5	-7	-3	0.1	-4
Cc1ccc(SCc2cn3ccccc3n2)cc1	9	-2	96*	-4	-3	1	-16	-5	-0.1	33*
Cc1c(Cc2c(C)n(C)n(-c3ccccc3)c2=O)c(=O)n(-c2ccccc2)n1C	-9	4	2	1	-1	-2	-6	3	-0.9	x
O=C(c1ccc(CS(=O)(=O)c2ccccc2)o1)N1CCN(c2ncccn2)CC1	9	-9	x	0	-7	x	-2	-3	0.0	-4
CCC(C)(CC(=O)O)CC(=O)Nc1cc(C(F)(F)F)cc(C(F)(F)F)c1 (centres undefined)	5	-13	-10	-2	-3	0	-28	1	-10	0
Cc1ccccc1/[N+]([O-])=C/c1cccs1	-17	-9	0	-1	-3	-1	-12	0	1.2	x
O=C(NC(=S)Nc1ccc2oc(=O)ccc2c1)c1ccccc1F	x	-18	x	u	2	-1	1	x	0.9	30
CN(CC(=O)Nc1ccc2c(c1)OCCO2)S(=O)(=O)c1ccc(Br)s1	12	15	-4	0	5	3	-7	2	-0.1	1
CCOC(=O)c1c(C)[nH]c(C(=O)OCC(=O)Nc2ccc(OC)c(Cl)c2)c1C	-8	3	0	140*	-3	-1	28	-1	-1.0	0
O=C(CCC(=O)NNC(=O)Nc1ccc(Cl)cc1)NCc1ccccc1	9	1	6	6	-4	-1	-38	2	0.0	-3
O=[N+]([O-])c1ccc2nc(SCc3cn4cc(Cl)ccc4n3)[nH]c2c1	16	-8	-1	10	1	7	1	-6	1.8	-4
CCNc1nc(NC(C)CC)nc(Oc2ccc(OCC)nn2)n1 (centres undefined)	11	-9	-2	4	3	0	-20	-4	-0.7	-3
Cc1ccc(C2(C)NC(=O)N(CC(=O)N3CCN(S(=O)(=O)c4ccccc4[N+](=O)[O-])CC3)C2=O)cc1 (centres undefined)	7	-14	x	-8	-2	0	1	1	-1.8	2
O=C(NCC1CCCO1)c1cc2c([nH]c3ccccc32)c(-c2cccc(Br)c2)n1 (centres undefined)	-18	7	x	-7	2	x	69	-1	1.4	-3
Cc1cccn2cc(-c3ccc(S(=O)(=O)N4CCCCC4)cc3)nc12	-43	-14	19	-15	0	-5	-4	6	0.0	-1
O=C(c1ccc(Br)s1)N1CCN(C/C=C/c2ccccc2)CC1	-1	-7	-6	-7	3	9	6	1	-0.3	x
O=c1oc2ccccc2cc1-c1nnc(-c2cccc(Br)c2)o1	-2	4	x	-6	-6	-2	-4	2	-2.9	5
C=CCn1c(-c2cc3cccc(OC)c3o2)n[nH]c1=S	5	-9	-7	-10	5	5	x	-2	2.6	-1
Cc1ccc(-c2csc(N3CCN(S(=O)(=O)c4ccc5c(c4)NC(=O)CO5)CC3)n2)cc1	-14	-11	-4	-6	1	4	-24	2	-2.4	0
COc1ccccc1C(=O)NNC(=O)CCN1C(=O)/C(=C\c2ccccc2)SC1=S	3	-5	-18	u	-3	-2	x	-1	1.7	1
Cc1ccccc1C(=O)N1CCN(C(c2ccccc2)c2ccccc2)CC1	-33	-8	x	-6	-1	-1	-8	-1	-2.1	-3
Cc1cc2oc(=O)cc(CN(C)Cc3ccccc3Cl)c2cc1C	1	5	8	-7	1	-11	x	-1	0.5	3
COc1ccccc1NC(=O)CSc1nnnn1-c1ccc(C(=O)O)cc1	15	0	-8	1	-3	x	-13	-6	1.3	-2
N/C(=N\OC(=O)CCC1CCCCC1)c1ccc([N+](=O)[O-])cc1	11	-13	x	-2	-2	3	-20	-4	0.3	-1
CC(=O)Nc1ccc(NC(=O)C(C)OC(=O)CN2C(=O)C3CCCCC3C2=O)cc1 (centres undefined)	-2	-4	-11	5	6	0	21	1	0.2	0
Cc1cccc(C)c1NC(=O)N1C(C(=O)O)CSC1C(=O)O (centres undefined)	4	-7	-7	0	-2	x	-4	4	0.9	0
CC(C)(C)c1cc(=O)[nH]c(SCc2ccccc2)n1	-21	-4	-1	-2	7	-1	-4	8	-6.8	-2
COc1cc(CNc2cccc(C(=O)O)c2)cc(Br)c1OCC(=O)NC(C)(C)C	4	-2	-16	-1	9	5	-29	3	0.0	-3
Cc1ccc(SCC(=O)NCCCc2ccccc2)cc1	-4	4	-4	1	-2	-3	x	1	-1.3	0
O=C(Nc1ccc(F)cc1)c1sc2cc(C(F)(F)F)cnc2c1-c1cccs1	0	-11	-3	-4	0	-1	58	10	0.8	x
CN(C)/C=C1\C(=O)N(c2ccc(Cl)cc2)CS1(=O)=O	-5	1	36	-2	1	-2	-8	5	1.4	x
ClCc1nc2ccccc2c2ccccc12	-32	-7	9	-7	3	14	5	12	0.3	3
CC(C)[C@@H](N)C(=O)NCC1CCC(C(=O)N[C@@H](Cc2ccccc2)C(=O)O)CC1 (some centres undefined)	3	6	12	2	2	-2	-13	-1	1.8	0
C=CCC1(N(C(C)=O)c2ccccc2C)CCCCC1	2	-10	-2	-4	0	0	-32	1	-1.5	22
COc1ccccc1/C=N/NC(=O)c1cccc2ccccc12	-29	-4	1	37*	-1	-2	77*	11	-1.4	0
CCOC(=O)Nc1ccc2nc(Sc3ccc(Cl)cc3)sc2c1	13	7	-7	-9	3	-1	25	-3	1.4	-1
CCOCCCN1CC(C(=O)NCCc2ccccc2)CC1=O (centres undefined)	15	4	1	-1	3	-2	7	7	1.0	x
CCOC(=O)C1CCN(C(=O)c2cc3cc(Cl)ccc3[nH]2)CC1	-7	-8	-8	-10	3	0	-11	2	-0.8	4
CCN(C[C@H]1N[C@@](CC)(C(=O)OC)[C@H]2C(=O)N(C)C(=O)[C@@H]12)S(=O)(=O)c1ccc(C(C)(C)C)cc1	-11	-10	8	-17	0	x	10	3	1.2	-2

Whole records from above. Order of screens: HTR5A inv ctr	PvdQ inh	MITF act	dFosB act	V-ATPase pHluor	NSD2 HMT inh	SR-BI HDL uptake	HTR5A ag	CDK5 inh	Wnt bcat act
N/C(=N\OC(=O)CCC1CCCCC1)c1ccc([N+](=O)[O-])cc1 in the list: 11	-13	x	-2	-2	3	-20	-4	0.3	-1
ClCc1nc2ccccc2c2ccccc12 in the list: -32	-7	9	-7	3	14	5	12	0.3	3

Continued:
SMILES	HTR5A inv ctr	PvdQ inh	MITF act	dFosB act	V-ATPase pHluor	NSD2 HMT inh	SR-BI HDL uptake	HTR5A ag	CDK5 inh	Wnt bcat act
O=C(NCN1CCc2ccccc2C1)c1cnccn1	-7	1	5	6	4	x	-6	2	-1.8	1
N#Cc1cc2ccccc2nc1SCc1ccccn1	-26	-1	-31	-17	0	-11	21	-1	-0.3	x
O=C(NCCOc1cccc2cccnc12)c1cccs1	9	-11	-5	-3	0	x	-9	-3	-0.1	2
O=C1CCN(C(=O)Nc2ccccc2)N1	13	-4	3	-4	-1	-4	0	-2	0.8	x
COc1ccccc1NOC(=O)CCOc1ccccc1	17	-11	24	-4	0	-7	13	-5	-1.3	-3
O=C(c1cccc(C(F)(F)F)c1)N1CCOC12CCN(c1ncc(C(F)(F)F)cc1Cl)CC2	-17	1	-11	-9	4	-3	-16	0	-0.1	x
CCN1C(=O)NC(c2ccc(Cl)cc2)C2=C1CCCC2=O (centres undefined)	6	3	-3	1	2	0	16	-2	0.9	-1
CCc1ccc(NC(=O)C2C3CCC(O3)C2C(=O)O)cc1 (centres undefined)	12	-6	x	-1	-2	-5	11	-3	-0.1	0
c1ccc(OCCOCCN2CCOCC2)cc1	-8	-11	-3	-6	-1	-6	-6	7	-0.1	-3
CS(=O)(=O)c1ccc(S(=O)(=O)N2CCC(CO)(CCCc3ccccc3)CC2)cc1	0	-4	-2	-10	1	-4	17	0	1.2	-1
O=C(NCc1ccc(F)cc1)C1CCCN(S(=O)(=O)c2ccc(Br)s2)C1 (centres undefined)	-9	-17	-7	-2	2	-4	x	3	-1.1	-5
O=C(COc1ccc(S(=O)(=O)N2CCCC2)cc1Cl)NCc1ccco1	-17	-2	-6	1	3	-5	32	3	0.1	x
COc1ccc2c(c1)CCCC2NS(=O)(=O)OCC(Cl)(Cl)Cl (centres undefined)	-31	-12	0	-6	5	x	34	2	-3.2	-3
Cc1ccc(NC(=O)NCc2ccc3c(c2)OCO3)c(C)c1	-7	-10	2	10	-3	-2	-5	3	-0.5	-1

Bioassay records deposited in PubChem BioAssay by several laboratories.
